Casp6 inh – blocks human caspase-6 cleavage activity; P55212; purified caspase-6, Z-VEID-R110 cleavage fluorescence; inhibition, % at 12.5 µM; actives 0.53% (n = 350,000); AID 686996;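 active = mean inhibition across replicates at least about 35%, with every replicate also reaching that limit, limit read from the data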;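 note: 0% = median of neutral control wells and 100% = no fluorescence left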
Target sequence (P55212 24-179 limits assumed): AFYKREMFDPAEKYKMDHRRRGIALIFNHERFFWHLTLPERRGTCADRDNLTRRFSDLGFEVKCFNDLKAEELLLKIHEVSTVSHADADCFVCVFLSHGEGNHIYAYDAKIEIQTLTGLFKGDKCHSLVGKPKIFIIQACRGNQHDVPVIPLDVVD
Target sequence (P55212 194-293 limits assumed): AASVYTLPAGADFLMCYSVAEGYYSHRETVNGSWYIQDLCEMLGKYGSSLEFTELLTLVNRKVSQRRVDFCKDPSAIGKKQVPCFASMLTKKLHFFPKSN
LGR2 inh – inhibitors of bursicon-induced Drosophila LGR2 receptor cAMP signaling; HEK293 LGR2, CRE-luciferase, bursicon-stimulated, 4 h; inhibition, % at 9.99 µM; actives 0.35% (n = 380,000);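 active = drop in luminescence signal, shown as inhibition above about 50% in the replicate tests, limit read from the data, passing the limit was not always enough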;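 note: agonist challenge used bursicon conditioned medium at about half maximal strength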
SIRT5 block – inhibitors of human sirtuin-5 desuccinylase | Purified SirT5, succinyl-peptide AMC, trypsin-coupled fluorescence | inhibition, % at 15 µM | actives 1.1% (n = 330,000) | AID 652115; in the data active = inhibition above about 15%
Target sequence (Q9NXA8 whole entry, looked up): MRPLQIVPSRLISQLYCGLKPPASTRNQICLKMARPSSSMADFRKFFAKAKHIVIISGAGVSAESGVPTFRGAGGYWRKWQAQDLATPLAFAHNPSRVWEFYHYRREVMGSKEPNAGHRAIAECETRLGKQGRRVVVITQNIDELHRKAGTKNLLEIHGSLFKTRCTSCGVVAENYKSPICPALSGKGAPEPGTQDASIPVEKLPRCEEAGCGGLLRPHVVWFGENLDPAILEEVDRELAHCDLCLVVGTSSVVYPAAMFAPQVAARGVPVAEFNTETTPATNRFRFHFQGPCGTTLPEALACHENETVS
esBAF inh – SWI/SNF esBAF complex inhibition; mouse ES cells, Bmi1-luciferase knock-in reporter, 24 h; 100% = twice the neutral-well signal; reporter increase, % at 12.5 µM; actives 2% (n = 350,000); AID 602393; in the data active = activation above about 40%;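 note: 0% = median of the plate's neutral control wells and 100% = double that signal; a rise in the Bmi1 reporter signal indicates esBAF inhibition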
S100A4 MyoIIA – blocks human S100A4 binding to myosin IIA peptide; actives 0.14% (n = 360,000); AID 652163; inhibition, % at 10.7 µM; S100A4/TAMRA-MyoIIA peptide fluorescence polarization; P26447;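 active = mean inhibition of at least 70% across replicates, with every replicate also reaching that level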
Target sequence (P26447 whole entry, looked up): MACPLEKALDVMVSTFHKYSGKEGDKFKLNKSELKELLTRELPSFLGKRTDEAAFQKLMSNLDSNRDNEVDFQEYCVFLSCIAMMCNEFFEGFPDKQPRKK
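Material: human S100A4 monomer with TAMRA-labelled myosin IIA peptide; buffer or medium: HEPES pH 7.2 with CaCl2, KCl, NaCl, DTT, Triton; compound dosing: one concentration per compound; schedule: 5 min incubation before reading; benchmarks: neutral control DMSO, positive control TFP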
C2C12 statin – suppressors of simvastatin-induced myotoxicity in C2C12 myotubes; rescue of ATP level, % at 7.49 µM; ATP luminescence, 48 h; scaled: DMSO 0, geranylgeraniol control 100; actives 0.78% (n = 330,000);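 active = mean ATP rescue above about 67%, or every replicate alone reaching that limit, limit read from the data, passing the limit was not always enough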;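 note: myotubes were challenged with 10 µM simvastatin during compound exposure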
FN deposition inh – fibronectin deposition inhibition; AH1F fibroblasts, Alexa488-fibronectin deposition fluorescence, overnight; inhibition, % at 12.6 µM; actives 0.086% (n = 350,000);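 active = mean inhibition across replicates of 30% or more, regardless of how many single replicates reach that level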;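 note: positive control wells lacked labelled fibronectin entirely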
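Material: AH1F fibroblast monolayer depositing Alexa488-labelled fibronectin into matrix / Amount: 10000 AH1F cells per well / Signal: fluorescence 485/525 nm / Medium: DMEM, 2% serum / Compound: single dose, pinned / Incubation: 1 h cell adhesion before compound, then overnight fibronectin incubation / Reagent: Alexa488-FN, 24 nM final / Read-out: inhibition of fibronectin deposition signal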
* marks the source's active call; other numbers are inactive results; x = no result given; & = joins results of further samples. These rows are one share of the data; the hit share may differ from the screen's.

SMILES	Casp6 inh	LGR2 inh	SIRT5 block	esBAF inh	S100A4 MyoIIA	C2C12 statin	FN deposition inh
COCC(=O)N1[C@@H](C#N)[C@H](c2ccccc2-c2ccccc2F)[C@@H]1CO	-1	-11	-1	x	15	x	-3
Cn1c(S(=O)(=O)c2ccc([N+](=O)[O-])cc2)nc(Br)c1Br	1	-5	0	x	-2	x	-6
Cc1ccc2nc(NCC(=O)NN)nc(-c3ccccc3)c2c1	2	x	9	x	-1	x	-8
COc1cccc2sc3cc(NCCCN4CCOCC4)ccc3c(=O)c12	0	-36	x	36	-3	3	-4
CCOC(=O)C1CCN(C(=O)Nc2cccc(OC)c2)CC1	2	4	-4	x	-7	x	8
COc1cc(OC)cc(N(C(=O)CNC(=O)c2cccs2)C(C(=O)NCC2CCCO2)c2ccc(OC)c(OC)c2)c1 (configuration not stated)	0	18	1	-3	-1	6	-13
C[C@H](CO)N1C[C@H](C)[C@H](CN(C)S(=O)(=O)c2cccs2)Oc2c(NC(=O)c3ccncc3)cccc2C1=O	0	-1	6	-1	1	19	x
COc1ccc(S(=O)(=O)N2CCCC(C(=O)Nc3cccc(C(C)=O)c3)C2)cc1 (configuration not stated)	x	6	x	-1	x	-7	x
C[C@@H]1CN([C@H](C)CO)C(=O)c2cc(NC(=O)C3CC3)ccc2O[C@@H]1CN(C)C	-3	-7	-4	-2	-3	-2	-6
CC(C)(C)NC(=O)C1CCN(C(=O)c2ccco2)CC1	-5	-3	0	-4	8	10	4
C[C@H](CO)N1C[C@H](C)[C@@H](CN(C)Cc2ccc(C(=O)O)cc2)OCCCC[C@H](C)Oc2ccc(NC(=O)Nc3ccc4c(c3)OCO4)cc2C1=O	1	-2	-2	10	-7	x	x
CO[C@H]1CC[C@@H]2CCN(C)C(=O)[C@@H](C)CN(C)C(=O)c3cc(C#N)ccc3OC[C@H]1O2	x	12	x	1	x	1	3
O=C(Cc1c(F)cccc1Cl)Nc1ccc(S(=O)(=O)NCC2CCCO2)cc1 (configuration not stated)	-1	-11	-3	-1	-5	10	-15
COC(=O)[C@]1(C)N[C@H](CN(C)C(=O)c2ccc(F)cc2)[C@@H]2C(=O)N(C)C(=O)[C@@H]21	-1	6	x	4	-2	6	6
Cc1ccc(S(=O)(=O)Cc2ccc(C(=O)NC3CCCCCC3)o2)cc1	3	10	0	-4	-4	-3	-6
CCOc1ccccc1/C=N/Nc1cc(C)nc2ccc(C)cc12	-3	-23	0	26	-2	13	3
C[C@H]1CN([C@@H](C)CO)C(=O)c2cc(-c3ccncc3)cnc2O[C@H]1CN(C)C(=O)Cc1cccnc1	x	7	x	-5	x	-8	-12
CC(C)C[C@@H](CN)NC(=O)c1nc[nH]c1C(=O)N[C@@H](C)C(=O)CNC[C@H](C)NC(=O)c1nc[nH]c1C(=O)N[C@@H](C)C(=O)O	10	3	x	3	4	6	-7
CCCOc1ccc(F)cc1-c1cc(C(=O)NCCOC)[nH]n1	4	-12	0	-6	3	4	5
Fc1ccc(Nc2nc(NCc3ccccc3)nc3ccsc23)cc1	-1	-15	-6	9	0	-13	x
Cc1c(NC(=O)C(C)OC(=O)c2nc(Cl)ccc2Cl)c(=O)n(-c2ccccc2)n1C (configuration not stated)	1	-1	-3	7	-2	5	-3
COCc1cc(C)nc(SCC(=O)Nc2ccccc2N2CCOCC2)c1C#N	1	2	-2	0	-3	2	-5
COc1cccc(N2C(=O)Nc3ccccc3C2(O)C(=O)NCc2ccc3c(c2)OCO3)c1 (configuration not stated)	x	x	x	3	x	1	-12
C[C@@H]1CN([C@H](C)CO)C(=O)Cc2cc(NS(=O)(=O)c3ccccc3)ccc2O[C@@H]1CN(C)Cc1ccccc1	6	-3	4	-1	79*	42	x
O=C(NC1CCCCC1)C(c1cccs1)N(Cc1cccs1)C(=O)c1ccco1 (configuration not stated)	x	x	x	-5	x	10	-1
The list continues:
SMILES	Casp6 inh	LGR2 inh	SIRT5 block	esBAF inh	S100A4 MyoIIA	C2C12 statin	FN deposition inh
CCOC(=O)CSc1nc2ccccc2n1CC(=O)NC(C)(C)C	-1	4	-3	6	0	-21	x
COc1ccccc1N1CCN(C(=O)c2oc3ccc(Br)cc3c2C)CC1	0	4	-1	x	-3	x	-6
Cc1cc(NCc2ccc(F)cc2)nc2cc(Cl)ccc12	1	8	-3	10	1	-9	-1
CN1C(=O)c2cc(NC(=O)C3CCC3)ccc2OC[C@H]2O[C@H](CC(=O)NCC3CCCCC3)CC[C@@H]21	2	-7	-8	x	12	x	-8
O=C(CCNC(=O)c1ccccc1Cl)Nc1nc(-c2ccc3ccccc3c2)cs1	-1	25	-1	8	0	10	-1
COc1ccc(CNCc2ccccc2[N+](=O)[O-])cc1OC	-1	-7	0	10	2	2	1
CC(=O)Nc1sc2c(c1C#N)CCN(Cc1ccccc1)C2	-1	13	0	7	-10	8	11
COc1cc2c(cc1NC(=O)C(C)Sc1cccc[n+]1[O-])oc1ccccc12 (configuration not stated)	3	-56	0	x	1	x	0
CCCC(=O)Nc1ccc2c(c1)C(=O)N(C)C[C@@H](OC)[C@H](C)CN(Cc1ccc(-c3ccccn3)cc1)[C@@H](C)CO2	-1&2	-11&3	2	12	-10&8	0	-2&9
COc1ccc(-c2c(-c3ccsc3)oc3c2C(O)CCC3)cn1 (configuration not stated)	2	0	2	x	-4	x	x
c1ccc2c(c1)nc(NC1CCCCC1)c1nncn12	0	-18	-3	3	0	-6	5
CCC1(CC)SCCNC1=O	0	-12	x	1	-1	-2	x
CCN(CC(=O)Nc1ccc2c(c1)OCCO2)C(=O)COc1ccc(C(C)=O)cc1	-6	-22	x	0	-4	2	10
O=C(C[C@@H]1C[C@H]2c3cc(NC(=O)c4cccnc4)ccc3O[C@H]2[C@H](CO)O1)NCC(F)(F)F	-1	10	-1	-2	0	3	x
CC1Nc2ncnc(N3CCN(c4ccccc4)CC3)c2N(Cc2ccc(Br)cc2)C1=O (configuration not stated)	-1	17	x	11	-5	6	-2
Cn1c(COc2ccc(F)cc2)nnc1SCC(=O)NC1CC1	-7	7	-1	x	-7	x	x
Cc1noc(C)c1S(=O)(=O)Nc1ccc2c(c1)C(=O)N([C@H](C)CO)C[C@H](C)[C@H](CN(C)C(=O)Nc1ccc(F)cc1)OCCCC[C@H](C)O2	2	4	2	8	-11	x	-6
CC(C)c1ccc(NC(=O)Cn2nnc(C(=O)NCc3ccc4c(c3)OCO4)c2N)cc1	-2	8	-4	5	-14	-2	0
COc1ccc(C(=O)Nn2cc3c(c2-c2ccccc2)c(=O)n(C)c(=O)n3C)cc1	-2	-6	2	9	2	8	2
CCCN(CCC)C(=O)c1cn(CC)c2ccc(S(=O)(=O)N3CCCCC3)cc2c1=O	0	7	-3	-5	17	-6	-4
Cc1noc(C)c1S(=O)(=O)N(C)C[C@@H]1Oc2c(NC(=O)C3CCCCC3)cccc2C(=O)N([C@H](C)CO)C[C@@H]1C	-1	6	8	-13	4	-83	x
C[C@H](CO)N1C[C@H](C)[C@@H](CN(C)CC2CC2)Oc2cc(-c3ccc(F)cc3)ccc2S1(=O)=O	1	x	3	-3	-7	-22	x
O=C(CC(F)(F)F)N1C[C@H]2[C@@H](c3ccccc31)[C@H](CO)N2CC1CCOCC1	1	-14	1	-6	-1	-6	-14
Cc1ccc(OCC(=O)N(C)CC(=O)Nc2ccc(F)cc2)c([N+](=O)[O-])n1	2	8	2	-8	6	2	-21
O=C(C[C@H]1C=C[C@@H](NC(=O)C2CCOCC2)[C@H](CO)O1)NCC1CC1	2	-3	-5	3	6	-11	x

Taken from the results shown for reference:
SMILES	Casp6 inh	LGR2 inh	SIRT5 block	esBAF inh	S100A4 MyoIIA	C2C12 statin	FN deposition inh
CCOC(=O)CSc1nc2ccccc2n1CC(=O)NC(C)(C)C	-1	4	-3	6	0	-21	x
COc1ccccc1N1CCN(C(=O)c2oc3ccc(Br)cc3c2C)CC1	0	4	-1	x	-3	x	-6
Cc1cc(NCc2ccc(F)cc2)nc2cc(Cl)ccc12	1	8	-3	10	1	-9	-1
CN1C(=O)c2cc(NC(=O)C3CCC3)ccc2OC[C@H]2O[C@H](CC(=O)NCC3CCCCC3)CC[C@@H]21	2	-7	-8	x	12	x	-8
O=C(CCNC(=O)c1ccccc1Cl)Nc1nc(-c2ccc3ccccc3c2)cs1	-1	25	-1	8	0	10	-1
COc1ccc(CNCc2ccccc2[N+](=O)[O-])cc1OC	-1	-7	0	10	2	2	1
CC(=O)Nc1sc2c(c1C#N)CCN(Cc1ccccc1)C2	-1	13	0	7	-10	8	11
COc1cc2c(cc1NC(=O)C(C)Sc1cccc[n+]1[O-])oc1ccccc12 (configuration not stated)	3	-56	0	x	1	x	0
CCCC(=O)Nc1ccc2c(c1)C(=O)N(C)C[C@@H](OC)[C@H](C)CN(Cc1ccc(-c3ccccn3)cc1)[C@@H](C)CO2	-1&2	-11&3	2	12	-10&8	0	-2&9
COc1ccc(-c2c(-c3ccsc3)oc3c2C(O)CCC3)cn1 (configuration not stated)	2	0	2	x	-4	x	x
c1ccc2c(c1)nc(NC1CCCCC1)c1nncn12	0	-18	-3	3	0	-6	5
CCC1(CC)SCCNC1=O	0	-12	x	1	-1	-2	x
CCN(CC(=O)Nc1ccc2c(c1)OCCO2)C(=O)COc1ccc(C(C)=O)cc1	-6	-22	x	0	-4	2	10
O=C(C[C@@H]1C[C@H]2c3cc(NC(=O)c4cccnc4)ccc3O[C@H]2[C@H](CO)O1)NCC(F)(F)F	-1	10	-1	-2	0	3	x

Other results follow:
SMILES	Casp6 inh	LGR2 inh	SIRT5 block	esBAF inh	S100A4 MyoIIA	C2C12 statin	FN deposition inh
CCOC(=O)N1CCN(Cc2ccc3ccccc3c2)CC1	0	16	-2	-3	-2	14	-1
O=C(COC(=O)c1c2c(nc3ccccc13)/C(=C\c1cccs1)CCC2)Nc1ccccc1Cl	1	x	-2	x	-6	x	9
O=C(NCc1ccc2c(c1)OCO2)c1cc(-c2ccccc2)nn1CC1CC(c2cccnc2)=NO1 (configuration not stated)	x	15	x	-11	-1	8	-1
CO[C@@H]1CN(C)C(=O)c2cc(NC(=O)NC(C)C)ccc2OC[C@H](C)N(Cc2cncnc2)C[C@H]1C	x	-4	x	6	x	12	-11
Cc1cc(C)n2nc(-c3ccsc3-n3c(C)ccc3C)cc2n1	x	x	x	-7	x	-15	-15
O=C(C[C@@H]1C=C[C@@H](NC(=O)c2cccc(F)c2)[C@H](CO)O1)NCCN1CCCC1	1	3	1	-5	6	13	2
O=C(N/N=C/c1cccc([N+](=O)[O-])c1)c1cc(-c2ccccc2)nc2ccccc12	-2	2	-3	x	8	x	-2
COc1ccc2oc(C(=O)NCCN3CCOCC3)c(C)c2c1OC	5	-1	-14	3	-3	2	x
O=C(C1CC1)N1N=C(c2ccc(F)cc2)CC1(O)C(F)(F)F (configuration not stated)	2	7	-1	-1	-1	-3	-5
CCn1c(C)nc2cc(C(=O)NNS(=O)(=O)c3cc(Br)ccc3Br)ccc21	23	11	0	x	-10	x	0
CSc1ncc(CN2CCc3c([nH]c4ccccc34)C2C(C)(C)C)cn1 (configuration not stated)	-1	-4	-4	-5	1	-4	-3
Cc1noc(C)c1NC(=O)Nc1ccc2c(c1)CC(=O)N([C@H](C)CO)C[C@@H](C)[C@H](CN(C)C(=O)Nc1ccc(C(F)(F)F)cc1)O2	-3	19	2	0	10	4	x
CCN1CCN(c2ccc(S(=O)(=O)N3CCCC3)cn2)CC1	-2	14	-4	-2	-3	6	0

Sorted by heavy-atom count (low to high): some entries from above
SMILES	Casp6 inh	LGR2 inh	SIRT5 block	esBAF inh	S100A4 MyoIIA	C2C12 statin	FN deposition inh
O=C(C1CC1)N1N=C(c2ccc(F)cc2)CC1(O)C(F)(F)F (configuration not stated)	2	7	-1	-1	-1	-3	-5
COc1ccc2oc(C(=O)NCCN3CCOCC3)c(C)c2c1OC	5	-1	-14	3	-3	2	x
CSc1ncc(CN2CCc3c([nH]c4ccccc34)C2C(C)(C)C)cn1 (configuration not stated)	-1	-4	-4	-5	1	-4	-3
